TDP-43 yeast inh: TDP-43 toxicity inhibition in yeast. TDP-43 expressing yeast growth rescue, BacTiter-Glo, 24 h. Potency, µM (series often up to 46.1 µM), inactives show top-dose growth rescue (activation), usual class: activators. 1.8% of 410,000 active. AID 652104; further: potency means the concentration at half of the fitted maximal effect; % of control where 0% means no effect; nearly all actives have a fitted effect of over 50% in size
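Galactose-induced TDP-43 yeast, OD600=0.02, compound pinned; 24 hr, 30 deg C; BacTiter-Glo luminescence for growth. Inhibitors of TDP-43 toxicity read as activators.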
KB-V1 cytotox: kills drug-selected multidrug resistant KB-V1 cells. KB-V1 MDR cells viability, CellTiter-Glo, 72 h. Potency, µM (series often up to 46.1 µM), for the others: at the top dose activity change, negative = cytotoxicity, usual class: cytotoxic. 3.4% of 400,000 active. AID 1347076; further: potency means the concentration at half of the fitted maximal effect; on the % scale 0 is the no-effect control and ±100 the full control effect; nearly all actives have a fitted effect of over 60% in size
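Cytotoxicity via CellTiter-Glo luminescence after 72 h compound exposure at 37 degrees C. Cells: drug-selected KB-V1 line, DMEM phenol-red free plus 10% FBS. Compounds tested at multiple concentrations; normalized data fitted to concentration-effect curves.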
GLP-1R agonist: activates the human GLP-1 receptor; HEK293 GLP-1R CRE-luciferase, luminescence, 4-6 h; cells express a hypersensitive GLP-1R form; Potency, µM (series often up to 45.6 µM), inactives show top-dose activation, usual class: activators; 0.007% of 380,000 active; AID 624172; further: potency means the concentration at half of the fitted maximal effect; % of control where 0% means no effect
D3 ag: activates the human D3 dopamine receptor. P35462. D3R DiscoveRx beta-arrestin cells, luminescence, 90 min. max activation, %. 0.58% of 410,000 active; in the data active means max activation above about 30%; further: 0% is about no effect; mostly tested at two doses, the higher about 12 µM
Target sequence (P35462 whole entry, looked up): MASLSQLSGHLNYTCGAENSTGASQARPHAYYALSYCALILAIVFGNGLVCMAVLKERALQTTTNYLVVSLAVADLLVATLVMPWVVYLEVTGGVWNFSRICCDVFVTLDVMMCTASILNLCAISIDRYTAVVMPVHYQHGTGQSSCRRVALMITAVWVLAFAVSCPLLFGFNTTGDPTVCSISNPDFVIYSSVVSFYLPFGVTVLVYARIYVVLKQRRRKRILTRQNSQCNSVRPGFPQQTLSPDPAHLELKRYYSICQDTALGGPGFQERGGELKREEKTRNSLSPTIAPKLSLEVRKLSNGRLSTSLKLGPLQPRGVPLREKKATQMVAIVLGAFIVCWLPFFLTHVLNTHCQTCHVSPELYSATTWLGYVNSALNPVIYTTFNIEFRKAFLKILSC
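Agonist mode: compounds and dopamine controls were applied to plated cells for 90 min at 37 degrees C after an overnight attachment at 1500 cells/well. Luminescent read-out followed 30 - 60 minutes at room temperature with DiscoveRx detection reagent.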
PTHR1 ag: activates the human parathyroid hormone receptor PTHR1; Q03431; HEK293 GP2 PTHR1 cells, GloSensor cAMP luminescence, 1 h; Potency, µM (titrated, usually from 115 µM), without a hit: at the top dose activation, hits mostly activators; 0.075% of 410,000 active; further: potency means the concentration at half of the fitted maximal effect; nearly all actives have a fitted effect of over 55% in size; some results filed as inactive show a strong effect at the top dose; inactives centre near -15; many of its hits are not listed in these tables
Target sequence (Q03431 whole entry, looked up): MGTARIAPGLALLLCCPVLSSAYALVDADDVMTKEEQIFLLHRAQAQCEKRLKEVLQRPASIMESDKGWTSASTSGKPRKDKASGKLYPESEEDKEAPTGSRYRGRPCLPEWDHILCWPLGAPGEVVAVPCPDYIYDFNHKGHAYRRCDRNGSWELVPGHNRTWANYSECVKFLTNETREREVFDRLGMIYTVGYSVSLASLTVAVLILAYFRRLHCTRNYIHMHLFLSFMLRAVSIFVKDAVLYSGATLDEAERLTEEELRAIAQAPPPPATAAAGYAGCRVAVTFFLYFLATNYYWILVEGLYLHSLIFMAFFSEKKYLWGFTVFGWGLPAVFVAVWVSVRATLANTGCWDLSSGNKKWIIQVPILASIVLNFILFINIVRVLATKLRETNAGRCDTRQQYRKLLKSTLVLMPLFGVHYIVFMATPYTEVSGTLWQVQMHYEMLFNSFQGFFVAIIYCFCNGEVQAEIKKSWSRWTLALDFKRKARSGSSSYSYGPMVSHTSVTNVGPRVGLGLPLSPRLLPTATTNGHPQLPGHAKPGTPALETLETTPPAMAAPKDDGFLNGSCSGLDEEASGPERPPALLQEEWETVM
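HEK-293-derived GP2 cells expressing PTHR1 and a GloSensor cAMP reporter, 3,000/well, plated overnight, given luciferin plus IBMX (each 0.5 mM as added) for 1 h at 37 °C, then compound for 1 h at 37 °C. Luminescence was read after 15 min at room temperature.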
aSyn yeast inh: rescues yeast growth from alpha-synuclein toxicity. Yeast expressing alpha-synuclein, growth rescue, BacTiter-Glo, 24 h. Potency, µM (series often up to 46.1 µM), without a hit: top-dose growth rescue (activation), most hits filed as activators. 0.14% of 370,000 active; further: potency means the concentration at half of the fitted maximal effect; % of control where 0% means no effect; nearly all actives have a fitted effect of over 65% in size
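Galactose-induced alpha-syn yeast (OD600=0.02, raffinose-pregrown) + pinned cpd, 24 hr, 30 deg C; growth by BacTiter-Glo luminescence. Growth restoration scores as activation.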
DRD3 antagonist: D3 dopamine receptor (human) antagonism. P35462. D3R cells, DiscoveRx beta-arrestin luminescence, antagonist mode; hits give low values. max response, negative = inhibition, %. 2.5% of 360,000 active; in the data active means max response below about -50%; inconclusive means no clear call, values can overlap the other calls; further: on the % scale 0 is the no-effect control and ±100 the full control effect; mostly tested at two doses, the higher about 12 µM
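Cells expressing the human receptor were seeded at 1500 cells/well, incubated overnight at 37 degrees C in 5% CO2, then exposed to library compounds with dopamine controls for 90 minutes at 37 degrees C before luminescent detection.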
GLP1R inv ag: acts as inverse agonist at human GLP-1 receptor | P43220 | 1.6% of 410,000 active | HEK293 GLP-1R CRE-luciferase, luminescence, 24 h; GLP-1R form is constitutively active | Potency, µM (top dose mostly 38.3 µM), for inactives: at the top dose activity change, negative = inhibition, usual class: inhibitors; further: potency means the concentration at half of the fitted maximal effect; on the % scale 0 is the no-effect control and ±100 the full control effect; nearly all actives have a fitted effect of over 55% in size
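Readout was luciferase luminescence, measured 12 min after detection reagent at room temperature. Beforehand, GLP-1R reporter HEK293 cells had sat 12 h, then received compounds for 24 hr at 37 deg C.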
HEK293 tox: cytotoxic in the GLP-1 receptor inverse agonist counter-screen; Potency, µM (titrated, usually from 38.3 µM), for the others: at the top dose activity change, negative = inhibition, usual class: inhibitors; 0.13% of 410,000 active; HEK293 cAMP-luciferase reporter cells, luminescence, 24 h;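 further: loss of luciferase light is scored as toxicity; potency means the concentration at half of the fitted maximal effect; on the % scale 0 is the no-effect control and ±100 the full control effect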
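To flag toxic compounds, the library was rerun on cells for 24 hr at 37 deg C and 5% CO2. Viability-linked luminescence was captured 12 min after adding luciferase detection reagent.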
An asterisk follows results filed as active; i = inactive; ? = inconclusive; . = no result given; [ ] = remark or other dose. Unless noted, the call rests on the fitted dose curve; in most records, active means well fitted curve in the direction sought with a large enough effect; inconclusive means small, poorly fitted or top-dose-only effect, or another doubt; inactive means no such curve, though single readings can be large; an effect the other way counts as inactive or inconclusive. A portion of the library; rates above refer to the full screens.

SMILES | TDP-43 yeast inh | KB-V1 cytotox | GLP-1R agonist | D3 ag | PTHR1 ag | aSyn yeast inh | DRD3 antagonist | GLP1R inv ag | HEK293 tox
COCCNC(=O)Cn1cc2c(n1)-c1c(oc(C(=O)N3CCCC3)c1C)CC2 | 17% | . | . | 13 | 11% | . | . | 23% | -19%
COc1ccc(-c2[nH]ncc2/C=N\NC(=O)c2cccs2)cc1OC | 10% | -4% | 13% | -11 | -6% | 2% | -26 | 106%[activator] | -7%
CCC1=NN(C(=O)C(=O)Nc2ccc(OC)cc2)C(O)(C(F)(F)F)C1 (stereo not given) | -24% | -17% | -2% | -36 | ? | 4% | -159* | -11% | ?
Cc1cccc(NC(=S)N(CCN(C)C)C(C)c2ccco2)c1 (stereo not given) | 7% | ? | -14% | 3 | -6% | -5% | 1 | -26% | -12%
O=C(Nc1nccs1)C1CC(=O)N(CCc2ccccc2)C1 (stereo not given) | -4% | -2% | 10% | -1 | -19% | 2% | -7 | 6% | -1%
Cc1c(C)c2ccc(OCC(=O)N3CCC(C(=O)O)CC3)cc2oc1=O | 17% | 0% | -4% | 0 | -22% | 9% | 0 | -1% | -3%
CC(C)(C)c1csc(NC(=O)C2=COCCO2)n1 | -14% | 10% | 20% | -6 | -21% | -4% | -10 | -24% | 19%
COC(=O)CCC(=O)OC1(C)C(=O)C2=CN(CCc3ccccn3)C(c3ccc(OC)cc3)=CC2=C(Br)C1=O (stereo not given) | -24% | 5% | 0% | 15 | 11% | 0% | -16 | 10% | 7%
O=C(CC1SC(=O)N(c2ccccc2)C1=O)Nc1ccc(Br)cc1 (stereo not given) | ? | ? | -3% | 8 | i | 2% | 0 | 32%[activator] | 15%
O=C(NCc1ccccc1)C1CC(=O)N(c2ccc(OCC(=O)N3CCOCC3)cc2)C1 (stereo not given) | 1% | 15% | -1% | -3 | -5% | 2% | -7 | 11% | -3%
CC1CCC(NCc2ccco2)CC1 (stereo not given) | 9% | 22% | -3% | -3 | i | -2% | 9 | 0% | 70%[activator]
Cc1c(O)ccc(NS(=O)(=O)c2ccccc2)c1C | 14% | 6% | 5% | -8 | i | -1% | -11 | -9% | 19%
CCC(=O)C1CCCN(C(=O)CCc2nnc(-c3ccc(C(C)=O)s3)o2)C1 (stereo not given) | 11% | 0% | 6% | 1 | -18% | 16% | 5 | 31%[activator] | 7%
CCOC(=O)C(=O)N(C)c1c(CC)nc2c(OCc3ccccc3OC)cccn12 | 29% | 3% | 5% | -4 | -1% | ? | -21 | -1% | -1%
COc1ccccc1N1CCN(C(c2cccs2)C(C)NC(=O)C(=O)N2CCCCC2)CC1 (stereo not given) | 5% | -4% | 3% | -7 | i | 0% | 10 | 1% | 1%
Cc1cc2c(cc1C)C(=O)CCC2 | 19% | 14% | 1% | -6 | i | -3% | -18 | -4% | 5%
Cc1nc2ccccn2c1C(=O)NC1CCCCC1 | 8% | 9% | 0% | 0 | i | 2% | 9 | -22% | -13%
Cc1ccccc1Cn1nnc2c(=O)[nH]c(C3CCN(C(=O)c4ccccc4Cl)CC3)nc21 | 23% | 3% | . | -1 | -4% | . | . | 5% | -12%
CCN(CC(=O)Nc1c(F)cccc1F)C(=O)c1ccc(NC(=O)CC2SC(N3CCCC3)=NC2=O)cc1 (stereo not given) | -1% | 8% | -9% | 5 | -32%[inhibitor] | 5% | -10 | 5% | 0%
CSc1ncnc2c1ncn2CCCN1CCN(c2ncccn2)CC1 | 0% | 10% | 2% | 38* | -13% | 1% | 0 | 12% | -1%
Cc1cc(NC(=O)COC(=O)COc2cccc3c2OC(C)(C)C3)no1 | 11% | 9% | -11% | 2 | i | 3% | 7 | 27% | -8%
COC(=O)c1c(-c2ccc(Br)cc2)csc1NC(=O)Cc1ccc(OC)c(OC)c1 | ? | 7.3µM* | 7% | 12 | -14% | 11% | 21 | ? | -3%
C=C[C@](C)(CC[C@@]1(C)C(C)CC(OC2OC(C)C(OC3OC(COC(C)=O)C(O)C(O)C3O)C(O)C2O)[C@@]2(C)C(C)=CCCC12)OC1OC(C)C(O[C@@H]2O[C@@H](C)C(O)C(O)[C@H]2O)C(O)C1O (stereo not given in full) | 22% | 0% | 2% | 12 | -18% | -9% | 42 | 10% | -8%
COC(=O)CC(=O)CSc1nc2cc(C(=O)NC(C)C)ccc2c(=O)n1CCc1ccccc1 | 16% | -24% | . | 6 | -23% | . | . | -8% | -6%
O=C(CSCc1cnn(-c2ccccc2)c1-n1cccc1)NCc1ccccn1 | 0% | -30% | 10% | 4 | -2% | 0% | -8 | ? | -7%
COc1ccc(C2c3ccc(O)cc3Oc3ncn(CCN4CCOCC4)c(=N)c32)cc1OC (stereo not given) | 14% | 13% | 21% | 10 | i | 3% | 2 | 91%[activator] | -7%
Cc1cccc(NC(=O)C2CCCN(S(=O)(=O)c3cccs3)C2)c1C (stereo not given) | -13% | -6% | 6% | 3 | -21% | -2% | 2 | ? | -7%
CCNC(=S)N/N=C(\C)c1ccc2c(c1)OCCO2 | ? | -16% | 2% | -1 | i | -10% | -5 | ? | ?
Cc1nn(CC(=O)NC2(C)CCS(=O)(=O)C2)c(C)c1S(=O)(=O)N(C)C (stereo not given) | 1% | 4% | 1% | 1 | i | -2%[1.84 µM] | -23 | 11% | 3%
COc1cc2c(cc1OC)/C(=C/C(=O)c1ccccc1)NCC2 | 16% | 1% | ? | 3 | i | 3% | 27 | 70%[activator] | -21%
Cc1cc(N2CCN(C(=O)/C=C/C(=O)O)CC2)c2ccccc2n1 | -7% | -8% | -4% | -12 | i | -1% | -5 | 11% | 2%
O=C(N[C@@H](Cc1c[nH]c2ccccc12)C(=O)O)C1CCN(S(=O)(=O)c2ccc(Cl)cc2)CC1 | -7% | 0% | -2% | -9 | 14% | -3% | -1 | -1% | ?
COc1ccc(CNC(=O)[C@H](C)NC(=O)C2CCN(S(=O)(=O)c3ccccc3)CC2)cc1 | -15% | -2% | 0% | -4 | -15% | -1% | -12 | 9% | -3%
CN(CC(=O)Nc1cccc(F)c1)C(=O)CSc1ccccc1 | -3% | -1% | -16% | -16 | -4% | -2% | -7 | -29% | -5%
CC(C)Cn1c(CN2CCN(c3cccc(Cl)c3)CC2)nc2c1c(=O)[nH]c(=O)n2C | -19% | ? | 2% | -4 | -35% | . | . | ? | -23%
O=C(COC(=O)c1cc(S(=O)(=O)N2CCCCC2)ccc1N1CCOCC1)c1ccccc1 | 0% | 21µM* | 10% | -3 | i | 17% | -12 | -23% | -18%
O=C(N/N=C/c1cccs1)c1ccc2c(c1)OCO2 | -38%[inhibitor] | 11% | -16% | -10 | -2% | -6% | 0 | -27% | -7%
CCc1ccc(NC(=O)[C@@H](NC(=O)[C@@H]2Cc3ccccc3CN2)C(C)CC)cc1 (stereo not given in full) | 4% | ? | 10% | -14 | i | -10% | ? | -18% | -14%
CC(C)c1nnc(NC(=O)CCC(=O)N2CCN(Cc3ccc(F)cc3)CC2)s1 | 5% | -2% | 0% | 0 | -12% | -8% | 12 | -30% | -18%
CCCCc1ccc(NC(=O)CSc2nc3ccccc3nc2N2CCCCC2)cc1 | 17% | -9% | . | 25 | -24% | . | . | 17% | -4%

Entries of single compounds as entered above. Order of values: TDP-43 yeast inh	KB-V1 cytotox	GLP-1R agonist	D3 ag	PTHR1 ag	aSyn yeast inh	DRD3 antagonist	GLP1R inv ag	HEK293 tox
O=C(CSCc1cnn(-c2ccccc2)c1-n1cccc1)NCc1ccccn1 is listed as 0%	-30%	10%	4	-2%	0%	-8	?	-7%
COC(=O)CC(=O)CSc1nc2cc(C(=O)NC(C)C)ccc2c(=O)n1CCc1ccccc1 is listed as 16%	-24%	.	6	-23%	.	.	-8%	-6%

Carrying on:
SMILES | TDP-43 yeast inh | KB-V1 cytotox | GLP-1R agonist | D3 ag | PTHR1 ag | aSyn yeast inh | DRD3 antagonist | GLP1R inv ag | HEK293 tox
CCOc1ccc(NC(=O)C2CCCN(S(=O)(=O)c3ccc4c(c3)CCCN4C(C)=O)C2)cc1 (stereo not given) | 16% | -15% | 4% | 11 | -85%[inhibitor] | 1% | 20 | 11% | 0%
O=C(O)c1nn(-c2ccccc2)c(-c2ccccc2)c1C(=O)c1ccccc1 | 0% | 0% | 0% | 11 | i | 1% | 1 | 1% | 0%
COC(=O)CN1C(=O)N/C(=C/c2ccc(OC)cc2)C1=O | -27% | -2% | 4% | -5 | -1% | -5% | -2 | -12% | 13%
CC1=C(C(=O)Nc2ccc(C)cc2C)C(c2ccc(C)o2)NC(=O)N1 (stereo not given) | -4% | 8% | 3% | -4 | -4%[57.5 µM] | -4% | 26 | 33%[activator] | 1%
Cc1c(C(=O)N2CCCC2(C)C(=O)NCC(C)C)oc2ccccc12 (stereo not given) | ? | -19% | -7% | 4 | -38%[inhibitor] | 0% | 26 | -17% | 4%
COc1cc2nc(-c3cccs3)oc(=O)c2cc1OC | -13% | 7% | -2% | 11 | i | 6% | 6 | -1% | -10%
O=C(C1=C[C@@H](C2CCCCC2)C[C@@H](OCCCCO)O1)N1CCN(Cc2ccc3c(c2)OCO3)CC1 | 9% | -5% | 16% | 4 | -7% | -9% | 9 | ? | 2%
COc1ccc(N2C(=O)CCC(C(C)=O)=C2C)cc1 | 10% | 0% | -8% | -1 | i | -10% | 8 | -5% | -17%
O=C(COc1c(F)c(F)cc(F)c1F)NC(=O)NC1CCCC1 | ? | 0% | 2% | -2 | -10% | 2% | 2 | 0% | -13%

Screening results (PubChem)
